ZTA counter – blocks Epstein-Barr virus ZTA, an EBNA-1 counter-screen; P03206; ZTA-DNA binding, fluorescence polarization; inhibition, % at 11 µM; actives 0.15% (n = 320,000); AID 2234; in the data active = inhibition above about 33%
EBNA-1 inhibitor – blocks EBNA-1 binding to DNA; EBNA-1 DNA binding, fluorescence polarization; inhibition, % at 14.8 µM; actives 0.34% (n = 300,000); AID 1950; in the data active = inhibition above about 28%
GLD-1 RNA inh – GLD-1-TGE RNA interaction inhibition (C. elegans) | purified GLD-1 + fluorescein TGE RNA, fluorescence polarization | inhibition, % at 5.96 µM | actives 0.44% (n = 320,000) | AID 2280;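 active = percent inhibition above a per-plate cutoff, the plate mean of test compounds plus 3 SD, cut at about 30% in these data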;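 also: 0% = DMSO wells with GLD-1 and probe and 100% = wells lacking GLD-1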
Bcl-xL primary – inhibitors of human Bcl-xL; GST-Bcl-xL / FITC-Bim BH3 peptide fluorescence polarization; actives 0.7% (n = 320,000); AID 2129; inhibition, % at 10.9 µM;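 active = inhibition above the mean of all tested compounds plus 3 SD, cutoff set per campaign, cut at about 30% in these data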;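 also: 0% = DMSO wells and 100% = unlabeled Bim-BH3 peptide competitor; inhibitors lower millipolarization by displacing the labeled peptide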
Target sequence (Q07817 whole entry, looked up): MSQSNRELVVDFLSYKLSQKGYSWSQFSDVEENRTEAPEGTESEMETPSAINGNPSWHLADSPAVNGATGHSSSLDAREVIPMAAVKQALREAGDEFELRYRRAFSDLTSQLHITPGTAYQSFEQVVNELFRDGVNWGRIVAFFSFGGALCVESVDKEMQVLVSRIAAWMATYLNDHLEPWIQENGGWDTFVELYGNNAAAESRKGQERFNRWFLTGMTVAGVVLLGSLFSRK
Efflux pump inh – blocks antifungal efflux pumps in multiplex yeast assay | S. cerevisiae Candida pump triplex, Nile Red efflux | AID 485275 | inhibition, % at 10 µM | actives 0.44% (n = 330,000);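 active = plate passing quality check with inhibition over a set limit, or well fluorescence over plate mean plus 4 SD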;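 also: Nile Red retained in pooled yeast measured as flow cytometry median fluorescence; 0% = buffer negative control and 100% = Enniatin B positive control; higher means more Nile Red kept so more efflux inhibition; some compounds called inactive have numbers as strong as hits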
Fam108B inh – blocks mouse Fam108B hydrolase in RBBP9 counter-screen; AID 1947; inhibition, % at 9.51 µM; recombinant Fam108B, FP-Rh probe fluorescence polarization; actives 0.33% (n = 300,000);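 active = inhibition above the screen mean inhibition plus 3 SD, computed separately per campaign, cut at about 18% in these data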;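 also: inhibitors lower polarization as less probe binds the enzyme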
MEX-5 binding – C. elegans MEX-5 TCR-2 RNA binding activity; Q9XUB2; MEX-5/FITC-TCR2 RNA binding, fluorescence polarization; active compounds read low; activity score (negative = inhibition of binding), % at 10 µM; actives 0.38% (n = 300,000);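 active = inhibition past about -25% in most replicates, and total fluorescence under double the plate's negative control median, limit read from the data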;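 also: 0% = DMSO and -100% = 5 µM competing unlabeled TCR2 RNA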
Target sequence (Q9XUB2 whole entry, looked up): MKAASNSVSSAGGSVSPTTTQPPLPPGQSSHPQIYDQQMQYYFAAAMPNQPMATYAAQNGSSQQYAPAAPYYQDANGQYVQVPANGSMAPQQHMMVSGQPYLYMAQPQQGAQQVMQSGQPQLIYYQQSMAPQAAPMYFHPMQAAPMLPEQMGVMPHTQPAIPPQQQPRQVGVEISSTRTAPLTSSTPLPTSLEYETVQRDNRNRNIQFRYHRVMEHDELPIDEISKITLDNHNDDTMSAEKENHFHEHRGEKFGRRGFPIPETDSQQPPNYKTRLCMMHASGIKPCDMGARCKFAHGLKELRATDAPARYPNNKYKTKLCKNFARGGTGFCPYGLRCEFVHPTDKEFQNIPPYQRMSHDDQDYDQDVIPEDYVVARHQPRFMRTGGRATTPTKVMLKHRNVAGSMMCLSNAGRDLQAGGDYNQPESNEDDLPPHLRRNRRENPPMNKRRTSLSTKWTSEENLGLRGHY
Yeast superoxide – lowers age-related superoxide in aged yeast cells; actives 0.18% (n = 330,000); superoxide response (% of plate mean), % at 10 µM; AID 2690; S. cerevisiae aged cells, superoxide DHE fluorescence; active compounds read low;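 active = superoxide response under a set limit, about three screen SD below normal, cut at about 65% in these data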;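 also: yeast aged for seven days with compound at 30 °C before DHE staining; 100% = average MFI of all compound-treated wells on the plate with controls excluded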
MCL1-BIM inh – disrupts human MCL1 binding to BIM-BH3 peptide | GST-MCL1 / FITC-Bim-BH3 fluorescence polarization | inhibition, % at 10.9 µM | actives 0.68% (n = 320,000) | Q07820;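 active = inhibition above the mean inhibition of all tested compounds plus 3 SD, set per campaign, cut at about 40% in these data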;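 also: 0% = DMSO wells and 100% = unlabeled Bim-BH3 peptide control; higher means more loss of mP so more displacement of Bim peptide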
Target sequence (Q07820 whole entry, looked up): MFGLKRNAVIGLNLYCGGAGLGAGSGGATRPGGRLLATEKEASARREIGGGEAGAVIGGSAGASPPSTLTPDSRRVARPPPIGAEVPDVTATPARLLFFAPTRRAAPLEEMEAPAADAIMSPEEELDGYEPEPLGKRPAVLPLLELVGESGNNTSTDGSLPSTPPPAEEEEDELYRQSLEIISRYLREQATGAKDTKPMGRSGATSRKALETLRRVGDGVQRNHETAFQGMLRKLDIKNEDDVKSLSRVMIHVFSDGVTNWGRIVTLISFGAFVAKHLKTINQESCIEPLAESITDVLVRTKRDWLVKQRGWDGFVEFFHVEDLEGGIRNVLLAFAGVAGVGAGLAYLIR
* hit, by the source's call; i = inactive; . = not tested or not shown.

SMILES	ZTA counter	EBNA-1 inhibitor	GLD-1 RNA inh	Bcl-xL primary	Efflux pump inh	Fam108B inh	MEX-5 binding	Yeast superoxide	MCL1-BIM inh
O=C(NNC(=O)c1cc(-c2ccc(Cl)cc2)nc2ccccc12)c1csc(N2CCOCC2)n1	5	-5	4	1	-0.2	-6	-1.9	88	4
CC(C)Oc1ccc(/C=C(\C#N)C(=O)NC2CC2)cc1	-7	3	1	0	0.0	0	-1.6	100	7
Cc1nc([N+](=O)[O-])c(C(=O)OCc2ccccc2Br)n1C	2	1	-1	1	0.0	0	2.8	105	-5
Cc1ccc(NC2CCCN(C(=O)c3ccc(C)c(N4CCNC4=O)c3)C2)cc1C (stereo not drawn)	-5	-2	1	5	-0.1	-3	-2.0	85	2
COCCN(C(=O)C(C)C)c1nnc(-c2cccc(C)c2)s1	7	-4	-10	-3	0.0	-1	0.6	97	-4
Fc1ccc(NC(=S)NCc2cccnc2)cc1	-2	0	1	6	-0.1	-3	0.5	94	8
Cc1ccc(-n2nc3ccc(NC(=O)c4cccc([N+](=O)[O-])c4C)cc3n2)cc1	1	3	3	6	-0.1	-3	-1.4	104	-2
CCOC(=O)CC(NC(=O)CCc1c(C)nc2nc(C)nn2c1C)c1ccc(C)cc1 (stereo not drawn)	-20	0	-4	-3	-0.1	1	2.1	109	12
CCN(CC)c1ncccc1C(=O)NCc1cccs1	4	3	-1	2	-0.1	3	1.6	98	0
CCOC(=O)[C@@H]1[C@H]2COc3ccccc3[C@@H]2N2C(=O)N(c3ccc(Cl)cc3)C(=O)[C@]12C	-17	-7	-11	-3	0.1	1	1.9	111	-12
COc1ccc(CCCC(=O)Nc2cc(C)ccc2OC)cc1	2	7	-5	-6	-0.2	-1	-0.2	106	-10
O=C1NC(Cc2c[nH]c3ccccc23)C(=O)N1Cc1ccc(CN2C(=O)NC(Cc3c[nH]c4ccccc34)C2=O)cc1 (stereo not drawn)	11	10	4	-4	0.0	12	1.5	98	3
CCOC(=O)c1c(-c2ccc(C)o2)csc1NC(=O)CSc1ncn[nH]1	-15	7	3	6	-0.1	-1	1.1	84	-2
COC(=O)c1cc(NC(=O)CN2CCOCC2)cc(C(=O)OC)c1	5	-1	5	3	0.1	4	1.3	98	7
COc1cccc(/C=C/c2ccc3cccc(O)c3n2)c1	14	17	2	3	-0.1	0	-6.5	99	7
COc1cccc(-c2nnc(-c3ccccc3NC(=O)c3ccc(C(C)(C)C)cc3)o2)c1	6	-12	-15	-3	-0.1	-2	.	91	-5
CC(=O)Nc1cccc(NC(=O)c2ccc(C)c([N+](=O)[O-])c2)c1	4	4	-7	-1	-0.2	-3	0.8	87	1
CCOc1ccccc1NC(=O)N1CCc2ccccc2C1	-12	1	5	5	-0.1	-2	0.7	116	4
Cc1c(C(=O)/C=C/N(C)C)nnn1-c1ccc(Cl)cc1C#N	2	2	-4	4	-0.1	2	0.7	98	2
C/C(=N\NC(=O)c1cc(C)[nH]n1)c1cccs1	-11	-7	3	5	-0.1	-1	-0.2	92	1
COc1ccc(CN2CCCC(C(=O)c3cccc(C(F)(F)F)c3)C2)cc1O (stereo not drawn)	-8	-2	-6	0	-0.3	-3	0.4	78	1
CCCCN(C(=O)c1ccc(-c2ccc(Cl)cc2)o1)c1c(N)n(CC(C)C)c(=O)[nH]c1=O	2	.	4	1	0.1	.	.	92	0
O=C(O)CSc1nnc(-c2cccs2)n1-c1ccc(Cl)cc1	-7	2	1	-7	0.0	-1	1.7	84	-22
COc1cccc(C(=O)NCc2ccc3c(c2)cc(C)n3C)c1	-1	-13	24	12	-0.1	-1	-4.7	115	10
Cc1ccccc1-c1nc(CN2CCC(C(=O)N3CCN(c4ccccn4)CC3)CC2)c(C)o1	-5	-1	8	0	-0.1	1	-1.9	95	3
(continued)
SMILES	ZTA counter	EBNA-1 inhibitor	GLD-1 RNA inh	Bcl-xL primary	Efflux pump inh	Fam108B inh	MEX-5 binding	Yeast superoxide	MCL1-BIM inh
COC(=O)c1cc(=O)n(Cc2cccs2)c(=Nc2ccccc2)s1	10	-2	1	6	0.2	-3	0.8	91	2
COc1ccccc1NC(=O)C1CC(=O)OC1c1ccccc1 (stereo not drawn)	0	-6	-8	3	-0.2	-5	-3.0	99	10
COc1ccc(S(=O)(=O)N2CCC(C(=O)NC3CCCCC3)CC2)cc1C	13	-11	-6	-1	0.0	-1	-0.9	100	-5
Cc1ccc(C#N)c(SCC(=O)Nc2nccs2)n1	0	2	7	8	0.0	3	-2.4	95	5
O=C(NCc1ccccn1)c1cc(S(=O)(=O)N2CCN(c3ccccc3)CC2)ccc1Cl	-2	-4	0	2	0.0	4	0.9	98	1
CCCC(=O)Nc1ccc(Cl)c(NC(=S)NC(=O)c2ccco2)c1	5	15	4	6	0.1	-1	2.1	104	5
Cc1scc(C(=O)N/N=C/c2ccsc2)c1C	2	0	-1	-3	-0.1	3	3.8	103	4
COc1ccc(/C=C/C2=NN(Cc3ccccc3)C(=O)CC2)cc1	2	-13	9	2	0.2	-3	-7.1	112	-4
CCCOc1ccc(S(=O)(=O)N2C(=O)CC(=O)N(Cc3ccc(OCC)cc3)C2=O)cc1	18	5	-26	-17	0.0	-2	-2.4	i	-21
CSc1ncccc1C(=O)OCC(=O)N(CC(C)C)c1c(N)n(Cc2ccccc2)c(=O)[nH]c1=O	6	7	0	-2	0.2	-1	2.0	105	-5
COc1cccc(-c2nnn(C/C(N)=N/O)n2)c1	-20	4	4	5	-0.3	1	.	90	-11
Cc1ccc(N2CCN(/N=C/c3sccc3C)CC2)cc1	-3	4	4	6	-0.1	0	0.1	81	-5
COc1ccccc1NC(=O)NNC(=O)CN1C(=O)COc2ccccc21	2	0	0	4	0.1	2	3.0	112	5
CCN(CCCNS(=O)(=O)c1cc(-c2cc(C)no2)ccc1C)Cc1ccccc1	-12	-12	3	-1	0.0	-2	-5.5	106	-1
Clc1ccc(Cn2ccc3ccccc32)cn1	-5	-18	-5	-3	0.3	4	-1.2	113	-3
CCOc1ccccc1C(=O)NC(C)c1ccc(-n2ccnc2)cc1 (stereo not drawn)	-10	1	3	9	0.1	1	6.5	105	3
COc1ccccc1C(c1nnnn1C(C)(C)C)N1CCN(C(=O)c2ccco2)CC1 (stereo not drawn)	-10	-3	6	5	-0.1	-2	0.4	112	5
CN1C(C)(C)CC(NC(=O)c2ccco2)CC1(C)C	3	8	3	4	0.0	3	-0.9	100	1
O=C(CN1CCN(c2ccccc2)CC1)N1CCN(c2ccccc2)CC1	-16	-1	4	5	-0.1	-2	3.1	100	6
CCC(CC)C(=O)Nc1cccc(C(=O)NCc2ccco2)c1	-10	-11	-1	7	-0.1	0	-0.3	110	10
CCCC(=O)N1CCC(Cc2ccccc2)CC1	8	6	4	8	0.0	4	-2.7	97	4
O=C(/C=C/c1ccco1)NC(=S)Nc1ccc(Cl)cn1	-15	-13	10	1	0.0	-1	.	99	4
CC(=O)N1CCN(CC(=O)Nc2c(Cl)cc(Cl)cc2Cl)CC1	12	-5	-2	-1	0.1	-1	-0.4	106	1
CC1C(=O)N2CCCc3cc(NC(=O)C4CCCCC4)cc1c32 (stereo not drawn)	12	-12	-4	8	0.4	-1	-2.2	103	11
CC(C)CC(NC(=O)C(CC(C)C)NC(=O)OC(C)(C)C)C(N)=O (stereo not drawn)	11	4	1	3	-0.2	1	2.0	84	4

Another view of part of the listing above.
Values run as follows: ZTA counter | EBNA-1 inhibitor | GLD-1 RNA inh | Bcl-xL primary | Efflux pump inh | Fam108B inh | MEX-5 binding | Yeast superoxide | MCL1-BIM inh
- COC(=O)c1cc(=O)n(Cc2cccs2)c(=Nc2ccccc2)s1
→ 10 | -2 | 1 | 6 | 0.2 | -3 | 0.8 | 91 | 2
- COc1ccccc1NC(=O)C1CC(=O)OC1c1ccccc1 (stereo not drawn)
→ 0 | -6 | -8 | 3 | -0.2 | -5 | -3.0 | 99 | 10
- COc1ccc(S(=O)(=O)N2CCC(C(=O)NC3CCCCC3)CC2)cc1C
→ 13 | -11 | -6 | -1 | 0.0 | -1 | -0.9 | 100 | -5
- Cc1ccc(C#N)c(SCC(=O)Nc2nccs2)n1
→ 0 | 2 | 7 | 8 | 0.0 | 3 | -2.4 | 95 | 5
- O=C(NCc1ccccn1)c1cc(S(=O)(=O)N2CCN(c3ccccc3)CC2)ccc1Cl
→ -2 | -4 | 0 | 2 | 0.0 | 4 | 0.9 | 98 | 1
- CCCC(=O)Nc1ccc(Cl)c(NC(=S)NC(=O)c2ccco2)c1
→ 5 | 15 | 4 | 6 | 0.1 | -1 | 2.1 | 104 | 5
- Cc1scc(C(=O)N/N=C/c2ccsc2)c1C
→ 2 | 0 | -1 | -3 | -0.1 | 3 | 3.8 | 103 | 4
- COc1ccc(/C=C/C2=NN(Cc3ccccc3)C(=O)CC2)cc1
→ 2 | -13 | 9 | 2 | 0.2 | -3 | -7.1 | 112 | -4
- CCCOc1ccc(S(=O)(=O)N2C(=O)CC(=O)N(Cc3ccc(OCC)cc3)C2=O)cc1
→ 18 | 5 | -26 | -17 | 0.0 | -2 | -2.4 | i | -21
- CSc1ncccc1C(=O)OCC(=O)N(CC(C)C)c1c(N)n(Cc2ccccc2)c(=O)[nH]c1=O
→ 6 | 7 | 0 | -2 | 0.2 | -1 | 2.0 | 105 | -5
- COc1cccc(-c2nnn(C/C(N)=N/O)n2)c1
→ -20 | 4 | 4 | 5 | -0.3 | 1 | . | 90 | -11

Continued.
SMILES	ZTA counter	EBNA-1 inhibitor	GLD-1 RNA inh	Bcl-xL primary	Efflux pump inh	Fam108B inh	MEX-5 binding	Yeast superoxide	MCL1-BIM inh
CCc1cccc(CC)c1NC(=O)CO/N=C(\C)c1cccs1	7	-3	3	6	0.0	-1	1.5	113	7
COc1cccc(OC)c1C(=O)OCC(=O)Nc1ccc(OC(F)(F)F)cc1	4	6	5	-15	-0.2	-4	-0.8	89	-4
COc1ccc(Br)cc1C(=O)NCc1cccnc1	-5	6	-4	4	-0.1	-6	0.3	98	4
CSc1ccccc1NC(=O)c1onc(C)c1Cl	-15	-5	3	1	0.2	0	-1.6	95	10
COc1cccc(NC(=O)CN2CCSc3ccccc32)c1	-7	-19	-1	-7	0.5	0	0.8	83	-10
CCC(C)c1ccccc1N1CC(C(=O)N2CCN(S(=O)(=O)c3ccccc3Br)CC2)CC1=O (stereo not drawn)	7	-4	3	2	0.0	-2	-1.2	102	3
O=C(NC(=S)Nc1ccccc1Cl)c1csnn1	-12	-4	5	6	0.2	-4	0.4	115	16
O=C(COc1ccc([N+](=O)[O-])cc1)Nc1ccc2c(c1)nc1n2CCOC1	4	6	4	2	-0.1	-7	-0.5	91	-4
CCC(CC)C(=O)NCc1cccnc1	17	11	1	3	-0.1	3	0.7	100	-4
O=C(CCc1ccc(S(=O)(=O)N2CCOCC2)cc1)NCCc1ccccn1	-5	1	2	7	-0.1	-1	2.2	93	4
CCOc1ccc(-n2c(SCC(=O)Nc3ccccc3CC)nc3n[nH]c(C)c3c2=N)cc1	-7	-9	3	1	0.0	-3	3.6	99	6
CN(C)CCCN(C(=O)c1ccc(S(=O)(=O)N2CCCC2)cc1)c1nc2ccc(Br)cc2s1	-12	-3	4	2	0.0	3	1.5	89	0
COc1ccc(NC(=O)CCC(=O)NCCO)cc1	-2	-21	-11	0	0.7	3	-1.6	98	1
CCC(=O)Nc1cccc(C2=NOC3(C2)C[C@H](C(N)=O)N(C(=O)c2ccc(Cl)cc2)C3)c1 (stereo partly drawn)	6	0	-2	4	0.0	1	2.5	96	0

Screening results from PubChem BioAssay.
